High-throughput results as filed in PubChem BioAssay.
UHRF1 binding = UHRF1 methyl-DNA binding inhibition | Q96T88 | UHRF1 binding to methylated oligo, TR-FRET | inhibition, % at 4.4 µM | actives 0.75% (n = 370,000) | AID 687016; in the data active = inhibition above about 21%;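 note: UHRF1 SRA domain binding a hemimethylated CpG hairpin DNA probe; 0% = median of test compound wells and 100% = reference inhibitor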
PRMT1 FP inh = blocks human protein arginine methyltransferase 1; Q99873; recombinant PRMT1, activity-based probe fluorescence polarization; inhibition, % at 2.79 µM; actives 1.3% (n = 370,000); AID 652257;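 active = inhibition above about 21% made by adding two undisclosed values, limit read from the data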
ABHD4 inh = inhibits mouse alpha/beta hydrolase domain 4; inhibition, % at 8.92 µM; purified mABHD4, FP-Rh probe fluorescence polarization; actives 0.54% (n = 370,000); Q8VD66;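 active = inhibition exceeding the mean over every tested compound plus 3 SD, cut at about 30% in these data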;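 note: 0% = plate median of compound wells and 100% = S159A mutant with DMSO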
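Test system: mouse ABHD4 enzyme, wild type. Reagent: FP-Rh fluorescent activity-based probe, added after compound pre-incubation. Timing: pre-incubation 45 min, probe exposure 60 min, at 25 °C. Technique: FP readout, ex 525 nm / em 598 nm. Benchmarks: high control S159A mutant with DMSO, low control median of compound wells.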
NPR2 activator = GC-B (human) receptor activation | activation, % at 10 µM | HEK293-GC-B cells, CNP EC30, cGMP TR-FRET; 0% at EC30 CNP, 100% saturating CNP | actives 0.11% (n = 370,000) | P20594;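 active = activation at 10 µM reaching about 35% in either raw or pattern-adjusted values, limit read from the data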
rCAG RNA binder = r(CAG) repeat RNA binding; TO-PRO-1 dye displacement fluorescence; inhibition, % at 3 µM; actives 1.3% (n = 370,000); AID 651821;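 active = inhibition above the plate cutoff, the mean of all test compounds on that plate plus 3 SD, cut at about 35% in these data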;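 note: 0% = DMSO alone and 100% = 100 µM mitoxantrone as full dye displacement; higher means more dye released from RNA so lower well fluorescence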
GC-A act = GC-A (human) enzyme activation. P16066. HEK293 GC-A cells, cGMP TR-FRET, EC30 ANP; 0% at EC30 ANP, 100% saturating ANP. activation, % at 10 µM. actives 0.14% (n = 370,000). AID 1671463; in the data active = activation above about 40%
Target sequence (P16066 whole entry, looked up): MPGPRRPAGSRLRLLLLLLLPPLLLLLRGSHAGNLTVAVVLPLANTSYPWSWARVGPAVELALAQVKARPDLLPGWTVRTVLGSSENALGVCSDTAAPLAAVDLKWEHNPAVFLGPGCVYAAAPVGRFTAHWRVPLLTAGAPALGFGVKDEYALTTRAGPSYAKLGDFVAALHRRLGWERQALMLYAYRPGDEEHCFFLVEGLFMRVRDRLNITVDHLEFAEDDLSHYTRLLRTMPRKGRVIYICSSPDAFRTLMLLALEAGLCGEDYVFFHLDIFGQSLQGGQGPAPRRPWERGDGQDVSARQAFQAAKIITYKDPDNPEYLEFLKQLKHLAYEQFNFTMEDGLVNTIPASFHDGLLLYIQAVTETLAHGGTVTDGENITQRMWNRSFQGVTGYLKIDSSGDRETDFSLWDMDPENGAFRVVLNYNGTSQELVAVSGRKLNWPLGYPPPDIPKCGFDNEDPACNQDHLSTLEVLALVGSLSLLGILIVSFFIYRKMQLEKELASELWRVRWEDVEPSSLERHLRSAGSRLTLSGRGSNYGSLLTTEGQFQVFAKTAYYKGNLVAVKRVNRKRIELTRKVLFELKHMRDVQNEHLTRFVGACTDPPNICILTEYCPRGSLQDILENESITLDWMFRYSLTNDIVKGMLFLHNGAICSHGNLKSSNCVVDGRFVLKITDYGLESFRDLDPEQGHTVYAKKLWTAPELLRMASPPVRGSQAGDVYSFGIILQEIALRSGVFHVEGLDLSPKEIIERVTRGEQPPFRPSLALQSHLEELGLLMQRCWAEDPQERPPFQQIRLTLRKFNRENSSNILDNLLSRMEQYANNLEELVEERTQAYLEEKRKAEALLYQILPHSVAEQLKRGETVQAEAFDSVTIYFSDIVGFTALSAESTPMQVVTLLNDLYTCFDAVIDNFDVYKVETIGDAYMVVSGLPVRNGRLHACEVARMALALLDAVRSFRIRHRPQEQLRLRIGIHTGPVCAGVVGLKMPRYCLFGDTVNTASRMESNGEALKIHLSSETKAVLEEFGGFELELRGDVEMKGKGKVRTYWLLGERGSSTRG
SIAE inh = human SIAE inhibition, primary screen; Q9HAT2; SIAE FP-Rh probe binding, fluorescence polarization; inhibition, % at 9.66 µM; actives 0.69% (n = 370,000); AID 1053197;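 active = inhibition above a cutoff: mean of compounds within the control limits plus 3 SD of those, cut at about 17% in these data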;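 note: 0% = plate median of compound wells and 100% = probe without SIAE protein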
HTRA1 inhibitor = inhibitors of human serine peptidase HTRA1; inhibition, % at 5.96 µM; actives 0.5% (n = 340,000); recombinant HTRA1, FP-rhodamine activity-based probe, fluorescence polarization; Q92743; in the data active = inhibition above about 36%;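 note: 0% = enzyme with DMSO and 100% = wells lacking enzyme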
MBD2 DNA inh = blocks human MBD2 binding to methylated DNA; AID 686964; actives 0.31% (n = 370,000); inhibition, % at 4.4 µM; Q9UBB5; TR-FRET, MBD2 binding to methylated oligonucleotide; in the data active = inhibition above about 13%
TCR CD3 inh = human TCR-CD3 binding inhibition; TAMRA-labeled TCR probe fluorescence, biochemical; actives 0.37% (n = 360,000); AID 651800; inhibition, % at 9.4 µM; in the data active = inhibition above about 19%;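 note: recombinant mutant TCR 2C K166C tagged with TAMRA read by polarization; 0% = receptor in buffer alone and 100% = receptor with positive control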
* hit, by the source's call; x = not tested or not shown. These rows are one share of the data; the hit share may differ from the screen's.

Compound,UHRF1 binding,PRMT1 FP inh,ABHD4 inh,NPR2 activator,rCAG RNA binder,GC-A act,SIAE inh,HTRA1 inhibitor,MBD2 DNA inh,TCR CD3 inh
Cc1c(/C=N/NC(N)=O)c2ccccn2c1C(=O)c1ccc(F)cc1,-5,-3,-4,-4,2,-4,13,-5,-1,-5
COc1ccc(CNC(=O)CN(C(=O)CCC(=O)Nc2ccccn2)c2ccc(C)cc2)cc1,0,-1,1,-4,-4,1,4,-5,-6,2
CC(=O)N1c2c(cc(Br)cc2S(=O)(=O)N2CCOCC2)CC1C (stereo not given),0,1,-1,1,-2,-2,-3,2,2,-2
[O-][N+]12CC[N+]([O-])(CC1)c1ccccc12,-3,-1,3,3,0,-2,-3,9,-5,3
COC(=O)[C@]12C[C@H](CC(=O)N3CCSCC3)C(=O)N(Cc3cccc4ccccc34)C1=C[C@H](C(C)(C)C)O[C@@H]2C,5,4,-8,-7,6,-4,-3,x,2,x
COc1ccc(-c2nc(SC(C)C(=O)c3c(N)n(C)c(=O)n(C)c3=O)n[nH]2)cc1 (stereo not given),2,-2,4,4,0,-1,1,-3,0,4
c1ccc2c(-c3[nH]ncc3CNCCCn3ncc4ccccc43)cccc2c1,4,0,-2,-20,0,-16,-4,-12,-3,-8
COc1cc(C(=O)COC(=O)c2cccs2)cc(OC)c1OC,-3,2,-6,-2,2,0,2,-8,0,-4
Nc1c(C(=O)c2ccccc2O)cnn1-c1ccc(S(=O)(=O)N2CCOCC2)cc1[N+](=O)[O-],3,-1,-2,6,0,-1,2,x,0,-4
Cc1cccc(C)c1OCC(=O)Nc1cccc(C(=O)O)c1,14,3,1,-2,2,-1,2,3,6,-1
O=C(Nc1cccc(S(=O)(=O)N2CCOCC2)c1)c1cc2ccccc2o1,0,3,-5,2,5,0,-12,-9,2,-4
N#CC1=C(N)Oc2c(ccc3cccnc23)C1c1ccncc1 (stereo not given),-2,-2,1,20,-2,18,2,x,-8,0
COc1ccc(N2c3ccccc3CN(Cc3ccccc3)[C@@H](C)[C@H]2Cc2cccnc2)cc1,-1,-5,10,-11,4,-11,10,-6,-1,-7
CC(=O)NS(=O)(=O)c1ccc(NC(=O)c2cc(-c3cccs3)nc3ccccc23)cc1,0,-2,-12,1,14,4,3,-3,0,0
CCOC(=O)c1nn(-c2ccc(Cl)cc2C)ccc1=O,-1,-1,2,2,-2,-4,-8,4,1,6
OC(COCC1COc2ccccc2O1)CN1CCCCC1 (stereo not given),8,2,3,-6,-6,1,-3,-1,6,-2
Cc1nc(N/N=C/c2cccc(F)c2)cc(N2CCOCC2)n1,1,4,6,0,-2,9,-1,-5,-4,-4
CCc1ccc2c(c1)NC(=O)C2(C)Cc1ccccc1OC (stereo not given),-2,-2,-3,-6,2,-4,1,x,1,5
CC(=O)c1cc(C(=O)N2CCc3c([nH]c4ccccc34)C2C2CCCCC2)[nH]n1 (stereo not given),-3,1,-2,3,6,-5,1,-27,-3,-10
O=C(COc1ccc(Cl)cc1)N(Cc1ccco1)C1CCS(=O)(=O)C1 (stereo not given),4,10,-7,-1,3,4,-10,12,8,-10

Single values from above.
Result for COc1ccc(-c2nc(SC(C)C(=O)c3c(N)n(C)c(=O)n(C)c3=O)n[nH]2)cc1 (stereo not given) in TCR CD3 inh: 4
Result for CCc1ccc2c(c1)NC(=O)C2(C)Cc1ccccc1OC (stereo not given) in SIAE inh: 1
Result for COc1ccc(CNC(=O)CN(C(=O)CCC(=O)Nc2ccccn2)c2ccc(C)cc2)cc1 in UHRF1 binding: 0

The results go on:
Compound,UHRF1 binding,PRMT1 FP inh,ABHD4 inh,NPR2 activator,rCAG RNA binder,GC-A act,SIAE inh,HTRA1 inhibitor,MBD2 DNA inh,TCR CD3 inh
CC1CCN(c2ccc(C(=O)O)cc2NS(=O)(=O)c2ccc(F)cc2)CC1,0,4,28,-6,20,3,6,x,1,x
COc1ccc(NC(=O)c2nc[nH]c2C(=O)N[C@H](C)c2ccccc2)cc1,0,1,-34,1,8,-1,-19,-41,2,-2
CSc1nc(N)c2c3c(sc2n1)CN(C)CC3,4,6,-10,-4,9,12,-12,2,3,0
CCOc1ccc(S(=O)(=O)N2CCC(C(=O)OC(C)C(=O)NC3CCCCC3C)CC2)cc1 (stereo not given),0,1,9,-3,-2,2,4,-3,2,-4
O=C(NCc1ccccn1)C1CCN(S(=O)(=O)c2ccccc2F)CC1,6,-3,8,-3,2,-1,-1,-8,-2,-1
CC1CCN(c2c(NCc3ccc(C(=O)NCCc4ccc(Cl)cc4)cc3)c(=O)c2=O)CC1,-2,-6,9,-2,4,-4,-1,-3,3,0
Nn1c(SCC(=O)NCCc2ccc(F)cc2)nnc1C1CCCCC1,3,2,-2,-3,1,3,7,8,0,2
CCC(CO)Nc1ccn2nc(-c3cccc(Cl)c3)cc2n1 (stereo not given),-1,-1,-13,-11,5,12,4,x,-1,-2
Cc1ccc(S(=O)(=O)N2CCN(CC(=O)N/N=C/c3ccc(C)o3)CC2)cc1,-5,2,2,4,2,2,1,4,1,0
CNC(=O)CN(c1cc([N+](=O)[O-])ccc1OC)S(C)(=O)=O,0,-2,-2,2,1,1,0,1,5,5
COC(=O)C1=C(C)NC(C)=C(C(=O)OC)C1c1ccc(-c2cccc([N+](=O)[O-])c2)o1,0,10,1,-13,6,-5,-6,-28,-5,0
O=C(Nc1ccc([N+](=O)[O-])cc1Cl)c1cc(Cl)ccc1O,0,-5,6,15,4,19,-1,6,-1,7
COc1ccc2cc(CN(CC3COCCO3)S(=O)(=O)c3ccc(Cl)cc3)c(=O)[nH]c2c1 (stereo not given),2,0,0,2,-1,1,-10,-3,-2,2
CC1(C)S[C@@H]2[C@H](NC(=O)[C@H](N)c3ccccc3)C(=O)N2[C@H]1C(=O)OC1OC(=O)c2ccccc21 (stereo not given in full),0,1,-3,0,5,1,2,6,-5,-3
CNC(=O)c1nnn(-c2ccccc2)c1C(=O)NC,-1,-4,10,1,-2,4,3,2,0,-4
O=C(NN1C(=O)C2C3C=CC(C3)C2C1=O)c1cccc(Cl)c1 (stereo not given),2,-3,8,-1,2,4,5,3,2,7
CCOC(=O)C(C)Sc1nc2ccccc2c(=O)n1CC (stereo not given),2,4,1,1,-6,-5,-1,4,0,-4
COc1cccc(N/C=C(\C#N)c2ccc(OCCCF)cc2)c1,0,-1,10,-1,0,-1,2,-17,-2,4
Cc1cc(C)c(S(=O)(=O)NCc2cn3c(C)csc3n2)c(C)c1,2,-3,3,0,0,-6,-1,1,-3,2
COc1ccc(C2C(C(=O)NCc3ccccc3)=C(C)Nc3ncnn32)cc1OC (stereo not given),-1,-1,1,3,0,3,2,0,0,2
Cc1ccc(C2=NNC(=O)C(c3ccc(Cl)cc3)C2)cc1 (stereo not given),0,1,-11,-2,-6,5,-2,-17,2,-1
Cc1oc2c(CN3CCCC3)c(O)ccc2c(=O)c1-c1ccc(Cl)cc1,2,-2,8,1,0,-1,1,9,-5,4
CCOc1ccc(NS(=O)(=O)c2ccc(Cl)c(C(=O)N(C)Cc3cccnc3)c2)cc1,3,6,-9,2,9,-2,1,5,8,1
CC1OC2CC(=O)OC2C2=C1C(=O)c1c(O)cccc1C2=O (stereo not given),18,90*,38*,16,4,20,13,x,-2,8
CCOc1ccccc1C(=O)N/N=C/c1ccoc1,-2,0,5,-1,3,2,5,2,-7,5
Cn1c(N)c(C(=O)CSc2nc(C3CC3)n(-c3ccccc3)n2)c(=O)[nH]c1=O,-1,-1,1,-7,1,-2,-6,8,-3,5
Cc1cc(C)c(OCC(=O)Nc2ccc3c(c2)OCO3)cc1C,0,3,1,-4,-1,1,-4,-3,-1,-3
CC(C)NC(=O)NC(=O)CN1c2cccc3cccc(c23)S1(=O)=O,-2,4,6,0,3,-5,3,6,3,-1
CC1(C)CC(=O)C=C(c2ccc(COC(=O)c3ccccc3)cc2)C1=O,-2,5,1,3,1,1,3,-18,3,3
Cn1c(/C(C#N)=C/c2ccc(O)cc2)nc2ccccc21,-2,-1,1,-3,3,1,-7,-4,-4,6
CCOC(=O)N1CCN(C(=O)C[C@@H]2C[C@@]3(C(=O)OCC)CCCC=C3N(Cc3ccco3)C2=O)CC1,2,9,-6,3,-1,-4,-3,x,5,-4
Cc1ccccc1NC(=O)Cc1nc(COC(=O)CCC(=O)c2ccccc2)cs1,1,-1,-5,2,4,4,3,-4,5,-2
COc1ccc(-c2coc3cc(OC(C)=O)c(OC)cc3c2=O)cc1,2,3,-2,2,-3,3,6,-8,3,0
O=C(CSc1nnc(Cc2ccccc2)n1-c1ccccc1)NNC(=O)Cc1ccccc1,0,-3,1,3,-9,-6,-2,-4,1,1
Cc1c(Cl)c(-c2n[nH]c(=S)n2CC(C)C)nn1C,-2,-3,5,7,-1,-1,2,9,5,-3
COc1cc(C2NC(=O)NC(C)=C2C(=O)OC(C)(C)C)ccc1OCC(N)=O (stereo not given),2,1,3,5,-4,6,-2,0,-4,10
Cc1ccccc1Cn1cc(NC(=O)c2cc(-c3cccs3)on2)cn1,1,-3,-6,-3,1,2,-1,-6,-3,5
Cc1cc(C(=O)NCC(=O)Nc2c(C)cccc2C)c2ccccc2n1,0,6,3,5,0,-4,8,5,2,-1
COc1ccc(Cl)cc1NC(=O)C/C(C)=N/NC(=O)c1ccc(O)cc1,-2,5,-30,2,8,-3,-9,-9,2,-7
Fc1ccc(-c2nc3c4ccccc4ccn3c2Cc2cccc(F)c2)cc1,5,-1,-10,17,7,14,-5,x,1,1
O=C(C[C@H]1C/C=C\CCC(=O)O[C@@H](c2ccccc2)CNC1=O)NCCO,2,1,9,5,-1,1,3,-9,-3,3
Cc1onc(-c2ccccc2)c1C(=O)N1CCN(S(=O)(=O)c2ccc3c(c2)OCCO3)CC1,-1,-1,3,-6,12,-3,1,4,-3,-3
CCOC(=O)N1CCC(N(CCN(C)C)C(=S)Nc2cccc(OC)c2)CC1,2,-1,-6,3,3,-1,-4,0,1,-1
O=C(NCc1ccc2c(c1)OCO2)c1c(-c2ccsc2)sc2ccccc12,3,-3,-7,-5,7,-8,-4,-9,3,4
CN(C(=O)c1cccc(C#N)c1)c1nnc(C2CCOC2)s1 (stereo not given),-1,-2,-1,2,6,1,12,0,-4,-4
CCOC(=O)C1(C)CCCN(C(=O)c2cccs2)C1 (stereo not given),1,-4,-5,2,1,3,2,x,-8,-4
C=CCN1[C@H](C)COc2cccc(N3CCCC3)c2S1(=O)=O,1,-3,2,-1,1,-2,4,x,0,x
CC(C)C(=O)N1CCN(c2ccccc2NC(=O)c2cccc3ccccc23)CC1,-2,-1,-5,2,-2,0,3,-2,-2,1
Cc1ccc(-c2nnc3n2CCCCC3)cc1,1,0,5,2,-5,4,2,1,6,-4
CC(=O)c1ccccc1Oc1ncnc(N)c1[N+](=O)[O-],-1,0,5,4,-1,1,-2,-4,2,-1
COc1ccc(C(CC(=O)NCCN2CCOCC2)NS(=O)(=O)c2ccc(C)cc2)cc1 (stereo not given),0,0,9,3,-3,3,0,4,2,-4
